# High-throughput results: PubChem BioAssay, several laboratories
# Anthrax LF prot – Bacillus anthracis LF protease inhibitors, primary screen, biochemical, multiplex microsphere, MLPCN library | Lethal factor (Bacillus anthracis), P15917 | multiplex microsphere protease cleavage assay | inhibition, % at 10 µM | 0.12% of 360,000 active; further: plate controls were buffer without enzyme for full effect and enzyme alone for no effect
# FadD28 binding – inhibitors of FadD28 bisubstrate probe binding, primary screen, biochemical, fluorescence polarization, single point | inhibition, % at 12.5 µM | AID 588549, 2011 | 0.22% of 360,000 active; in the data active means inhibition above about 8.5%, passing the limit was not always enough; inconclusive means no clear call, values can overlap the other calls
# PrPC surface inh – inhibitors of human cell surface prion protein PrPC, primary screen, cell-based, TR-FRET; TR-FRET read-out; inhibition, % at 13.8 µM; 0.43% of 370,000 active; AID 720596, 2013; in the data active means inhibition above about 24%; further: 0% = median of the test wells and 100% = reference compound wells
# PfHsp40 yeast – rescue of yeast from PfHsp40 toxicity, primary screen, S. cerevisiae, ATP luminescence; growth rescue, % at 12.5 µM; AID 504582, 2011; S. cerevisiae expressing PfHsp40, growth rescue; 0.68% of 340,000 active; in the data active means growth rescue above about 28%, passing the limit was not always enough; inconclusive means no clear call, values can overlap the other calls;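 further: yeast W303a lacking pdr1 and pdr3 grown in galactose medium; growth measured after three days at 30 °C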
# BoNT A protease – BoNT/A light chain protease inhibitors, primary screen, biochemical, flow cytometry, MLPCN library; inhibition, % at 10 µM; 0.17% of 360,000 active; multiplex microsphere protease substrate cleavage; Botulinum neurotoxin type A light chain protease (Clostridium botulinum A str. ATCC 3502); further: plate controls were buffer without enzyme for full effect and enzyme alone for no effect
# BoNT F protease – BoNT/F light chain protease inhibitors, primary screen, biochemical, flow cytometry, MLPCN library | AID 588497, 2011 | 0.22% of 360,000 active | Multiplex microsphere protease cleavage assay | Botulinum neurotoxin type F light chain protease (Clostridium botulinum) | inhibition, % at 10 µM; in the data active means inhibition above about 35%, passing the limit was not always enough; inconclusive means no clear call, values can overlap the other calls; further: plate controls were buffer without enzyme for full effect and enzyme alone for no effect
# TcdB GH inh – TcdB glycohydrolase inhibitors, primary screen, biochemical, single point, plate reader; TcdB glycohydrolase enzymatic assay; inhibition, % at 9.99 µM; 0.24% of 350,000 active; in the data active means inhibition above about 10%
# Target sequence (P18177 whole entry, looked up): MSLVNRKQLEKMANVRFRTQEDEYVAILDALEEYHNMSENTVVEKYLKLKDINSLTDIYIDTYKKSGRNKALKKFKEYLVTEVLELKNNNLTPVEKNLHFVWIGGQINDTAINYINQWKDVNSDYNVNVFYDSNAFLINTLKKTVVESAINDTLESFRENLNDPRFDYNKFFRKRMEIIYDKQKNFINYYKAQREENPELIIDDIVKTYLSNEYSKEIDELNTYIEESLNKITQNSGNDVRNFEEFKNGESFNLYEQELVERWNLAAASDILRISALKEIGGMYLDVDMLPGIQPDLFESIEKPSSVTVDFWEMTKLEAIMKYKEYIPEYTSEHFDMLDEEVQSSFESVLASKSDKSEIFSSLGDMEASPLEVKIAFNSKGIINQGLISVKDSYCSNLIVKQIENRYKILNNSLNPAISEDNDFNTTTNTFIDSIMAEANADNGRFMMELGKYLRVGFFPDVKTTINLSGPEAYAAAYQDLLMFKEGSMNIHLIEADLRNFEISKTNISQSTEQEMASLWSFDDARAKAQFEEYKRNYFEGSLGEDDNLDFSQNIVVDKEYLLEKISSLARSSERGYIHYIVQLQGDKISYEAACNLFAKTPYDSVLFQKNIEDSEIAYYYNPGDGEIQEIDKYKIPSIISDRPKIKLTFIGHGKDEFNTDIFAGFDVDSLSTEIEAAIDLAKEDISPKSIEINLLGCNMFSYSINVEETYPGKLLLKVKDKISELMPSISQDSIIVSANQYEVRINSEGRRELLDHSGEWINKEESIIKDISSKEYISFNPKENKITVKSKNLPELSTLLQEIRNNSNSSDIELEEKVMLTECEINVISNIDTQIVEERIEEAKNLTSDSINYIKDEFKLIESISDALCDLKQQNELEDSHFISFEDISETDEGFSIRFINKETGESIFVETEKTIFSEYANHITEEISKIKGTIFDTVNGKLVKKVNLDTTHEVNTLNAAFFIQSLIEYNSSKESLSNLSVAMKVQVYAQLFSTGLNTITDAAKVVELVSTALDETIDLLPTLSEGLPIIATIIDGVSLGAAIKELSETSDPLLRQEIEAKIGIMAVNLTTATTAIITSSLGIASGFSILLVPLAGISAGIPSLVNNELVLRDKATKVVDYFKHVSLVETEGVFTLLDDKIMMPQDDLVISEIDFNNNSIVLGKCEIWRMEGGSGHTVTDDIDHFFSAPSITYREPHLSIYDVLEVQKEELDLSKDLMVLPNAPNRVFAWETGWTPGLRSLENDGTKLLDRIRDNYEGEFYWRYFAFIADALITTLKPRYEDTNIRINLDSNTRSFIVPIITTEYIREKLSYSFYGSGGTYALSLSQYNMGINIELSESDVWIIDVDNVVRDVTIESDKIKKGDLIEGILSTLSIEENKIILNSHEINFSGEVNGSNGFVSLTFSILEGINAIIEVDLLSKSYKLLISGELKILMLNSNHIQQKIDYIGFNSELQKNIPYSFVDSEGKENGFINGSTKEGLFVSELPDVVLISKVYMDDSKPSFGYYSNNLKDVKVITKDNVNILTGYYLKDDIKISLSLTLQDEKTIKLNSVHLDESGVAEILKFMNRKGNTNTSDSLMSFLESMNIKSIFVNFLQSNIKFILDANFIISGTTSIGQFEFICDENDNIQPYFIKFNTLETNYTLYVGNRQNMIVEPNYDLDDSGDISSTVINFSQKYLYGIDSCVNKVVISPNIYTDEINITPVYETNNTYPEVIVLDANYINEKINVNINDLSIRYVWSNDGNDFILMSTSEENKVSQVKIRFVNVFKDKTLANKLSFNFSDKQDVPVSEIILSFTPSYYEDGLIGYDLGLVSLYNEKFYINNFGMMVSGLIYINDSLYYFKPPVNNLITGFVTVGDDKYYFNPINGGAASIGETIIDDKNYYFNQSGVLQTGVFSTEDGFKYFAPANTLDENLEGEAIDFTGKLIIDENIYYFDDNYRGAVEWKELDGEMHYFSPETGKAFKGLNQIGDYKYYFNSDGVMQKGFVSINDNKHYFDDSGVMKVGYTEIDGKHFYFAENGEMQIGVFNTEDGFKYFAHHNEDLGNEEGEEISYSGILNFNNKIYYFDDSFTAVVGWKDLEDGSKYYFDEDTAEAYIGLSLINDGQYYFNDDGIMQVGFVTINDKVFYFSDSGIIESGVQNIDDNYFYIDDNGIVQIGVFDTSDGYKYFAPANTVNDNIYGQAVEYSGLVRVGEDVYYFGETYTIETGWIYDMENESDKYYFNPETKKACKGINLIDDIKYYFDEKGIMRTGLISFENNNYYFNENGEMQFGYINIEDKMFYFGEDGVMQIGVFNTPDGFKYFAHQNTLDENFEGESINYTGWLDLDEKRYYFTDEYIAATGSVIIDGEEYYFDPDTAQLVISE
# CCHFV vOTU inh – CCHFV vOTU protease inhibitors, primary screen, biochemical, Pep-AMC substrate, fluorescence; Crimean-Congo hemorrhagic fever virus L polyprotein viral ovarian tumor (vOTU) protease …; inhibition, % at 11.5 µM; 0.55% of 370,000 active; AID 651958, 2012; in the data active means inhibition above about 30%; further: 0% = vehicle wells with enzyme and 100% = no enzyme wells
# Y pestis TopoI – Yersinia pestis topoisomerase I inhibitors, primary screen, biochemical, cleavage product accumulation, plate reader, single point. activity, % at 10 µM. Y. pestis Topo-I cleavage product accumulation. DNA topoisomerase I (Yersinia pestis CO92). 0.064% of 360,000 active; in the data active means activity above about 50%, passing the limit was not always enough; inconclusive means no clear call, values can overlap the other calls; further: inactives centre near 2
# * marks the source's active call; other numbers are inactive results; ? = inconclusive; . = no result given. Unless noted, no stated cut-off is given here; in the data, active means inhibition above about 30%; inconclusive means no clear call, values can overlap the other calls; inactive means below that.
SMILES,Anthrax LF prot,FadD28 binding,PrPC surface inh,PfHsp40 yeast,BoNT A protease,BoNT F protease,TcdB GH inh,CCHFV vOTU inh,Y pestis TopoI
O=C1C2C3C=CC(CC3)C2S(=O)(=O)C2C3C=CC(CC3)C12 (stereo not drawn),-10,-0.7,6,.,-0.3,-4,-1.3,-1,3
O=C(O)c1ccc(CNCc2ccc(Cl)cc2)cc1,0,0.3,-8,-0.2,0.9,-4,0.9,-6,-11
Cc1cc(C)cc(-n2ncc3c2CCCC3NC(=O)CN2CCCC2=O)c1 (stereo not drawn),-2,-2.1,-6,?,0.5,4,1.6,-12,0
COc1ccc(NP(=O)(Oc2cccc(C)c2)Oc2cccc(C)c2)cc1OC,-9,1.9,6,0.8,0.2,2,2.0,6,-11
COc1ccc(OC)c(C(=O)NC(CC(N)=O)c2ccc(N3CCN(c4ccccc4)CC3)c([N+](=O)[O-])c2)c1 (stereo not drawn),-7,0.1,-19,0.3,0.2,-2,2.3,-4,-1
Cc1cc(C)c2c(=O)n(CC(=O)Nc3cccc(F)c3)sc2n1,4,0.1,1,1.6,16,8,-1.7,-3,0
CN(C)c1ccc(-c2csc(C(O)(c3ccccc3)C(F)(F)F)n2)cc1 (stereo not drawn),-8,-4.5,3,.,0.1,-2,-0.1,5,-26
CC(=O)N1N=C(c2cccs2)CC1c1cccc([N+](=O)[O-])c1 (stereo not drawn),-8,-1.4,-17,1.4,-0.4,5,0.3,3,2
Cc1cc(C(=O)CSc2nnc(N)s2)c(C)n1CCc1ccc(Cl)cc1,-3,-14,6,-1.3,?,-2,.,6,34
CCc1nnc(NC(=O)C=C(C)C)s1,-2,-0.3,4,2.7,-0.3,4,.,-12,0
CC1CCCN(C(=O)c2ccc(Cl)c(S(=O)(=O)N3CCCCCC3)c2)C1 (stereo not drawn),1,-1.9,-6,-0.8,-0.1,2,0.8,23,27
Cc1cc(C)nc(/N=C(\N)N(Cc2ccccc2)Cc2ccccc2)n1,-1,-1.7,5,-0.9,0.5,2,0.2,-7,11
Cc1cccc(-c2nc3ccccc3c(=O)n2NC(=O)c2cccnc2Cl)c1,0,-2.2,0,-2.1,0.5,3,0.2,16,-7
O=C(Nc1nnc(C2=COCCO2)o1)C1CCCCC1,-4,0.4,-3,-1.3,0.5,-2,-0.3,5,3
Cc1cccc(N(Cc2ccccc2)C(=O)c2ccccc2S(C)(=O)=O)c1,10,-0.9,-5,-0.1,-1.0,-7,0.2,14,18
C=CC1CN2CCC1CC2[C@@H](OC(=O)c1ccc(OC)cc1)c1ccnc2ccccc12 (stereo partly drawn),-1,0.4,0,0.4,-1.5,-10,0.5,9,32
Cc1nnc(NC(=O)CSc2nccn2C)s1,-6,-2.3,-1,0.6,-1.3,2,.,15,6
COc1ccc(CNC(=O)[C@H](C)NC(=O)C2CCN(C(=O)[C@@H](N)Cc3ccccc3)CC2)cc1,-3,-3.5,6,0.1,-0.2,-7,0.8,3,-4
CS(=O)(=O)Cc1ccc(C(=O)N(CCc2ccccc2)Cc2ccccc2)cc1,-4,0.4,5,0.1,-2.3,-17,1.4,-1,31
Cc1ccc(/C=C2\CCCC3=C2NC(=S)NC3c2ccc(C)cc2)cc1 (stereo not drawn),2,-4.3,2,-1.2,3.4,10,0.3,-4,1
CC(C(=O)N(C)Cc1cccc(F)c1)N1CCN(S(=O)(=O)c2ccc3c(c2)OCCCO3)CC1 (stereo not drawn),-3,-0.9,6,0.8,-3.9,4,0.8,-5,18
CCOc1cc(C(=O)NCc2ccc3c(c2)OCO3)cc(OCC)c1OCC,.,-0.6,-6,2.3,.,.,0.6,15,2
CC(C)=CCN1CCN(Cc2cccnc2)CC1CCO (stereo not drawn),0,-3.2,7,0.3,-0.2,1,1.4,-3,5
CCOc1cc(C(=O)NC)cc(Br)c1OCc1ccccc1,-6,-1.0,8,0.0,-0.6,10,-0.3,0,-6
COc1ccc(CCNC(=O)Cn2c(=O)n(-c3cc(F)ccc3F)c(=O)c3sccc32)cc1OC,1,-1.6,9,-0.3,0.1,2,-0.5,-4,-6

# New compounds follow
SMILES,Anthrax LF prot,FadD28 binding,PrPC surface inh,PfHsp40 yeast,BoNT A protease,BoNT F protease,TcdB GH inh,CCHFV vOTU inh,Y pestis TopoI
NC(=O)c1cc([N+](=O)[O-])cc([N+](=O)[O-])c1,0,-0.9,-57,0.0,-0.6,-4,2.7,10,0
CCOC(=O)C1=C(CP(=O)(c2ccccc2)c2ccccc2)NC(=O)NC1c1ccc(OC)cc1 (stereo not drawn),1,0.0,-4,-0.8,0.6,1,.,3,17
Cc1cccc(NC(=O)CSCC(=O)N(C)Cc2c(F)cccc2Cl)c1,.,-2.3,7,0.8,.,.,3.7,-2,24
CCCCOC(=O)C(NC(=O)c1ccccc1)=C(C)C,-1,-2.4,-8,-1.3,-0.2,-4,.,13,1
Cc1c(C(=O)N2CCC2)oc2ccc(Br)cc12,-3,-4.1,-2,-0.1,-2.6,-17,2.2,0,-3
Cc1ccc(NC(=S)NN(C)c2cc(C)nc(C)n2)cc1,-3,-5.0,4,-1.0,-0.7,-10,0.1,11,-2
COc1ccc(Br)cc1C(=O)N/N=C/c1ccc([N+](=O)[O-])cc1,0,-0.1,5,-0.1,-0.6,5,1.2,-13,7
O=C1CC(N(O)c2ccccc2)C(=O)N1c1ccc(Cl)c(Cl)c1 (stereo not drawn),-6,-1.3,-8,-0.7,-4.2,?,0.0,-4,-10
COc1ccc(C(=O)NCCc2nnc(SCC(=O)Nc3ccccc3)n2C)cc1,3,-1.7,-2,0.9,0.8,10,.,14,-1
COc1cccc(-n2nnc3c(=O)n(Cc4ccc(F)cc4)cnc32)c1,-4,-1.5,-2,-1.1,0.0,-3,.,6,-6
CC(C)Sc1nc2c(c(=O)n(C)c(=O)n2C)n1Cc1ccc(Cl)cc1,-3,-3.7,-3,1.5,0.0,-6,.,5,6
COc1ccccc1C(CNC(=O)c1cccc(S(=O)(=O)Nc2ccc(C)cc2)c1)N(C)C (stereo not drawn),1,-1.7,7,-0.2,0.5,12,-0.8,15,-10
COc1cc(/C=C/C(=O)N2C(=O)c3cccc(N)c3C2=O)cc(OC)c1OC,1,-2.8,-1,-1.2,1.0,-1,0.0,-2,-5
O=C1CC(N2CCCc3ccccc32)C(=O)N1c1ccccc1 (stereo not drawn),1,-0.7,-4,-1.2,1.3,6,.,-7,-2
C(#CCN1CCCC1)CN1CCCC1,-1,-3.6,-2,-1.5,0.9,10,-2.2,8,-5
COc1ccc(/C=C(/C(=O)c2cccs2)N2C=CC=CC2=C(C#N)C#N)cc1,2,-3.0,-20,3.7,2.1,-3,-0.1,3,-12
CC1(C)c2[nH]c3ccccc3c2C[C@H]2C(=O)N(CCCCCO)CC(=O)N21,2,-0.3,-2,0.6,-0.1,7,0.5,-8,-2
CSc1nccc(NC(=O)c2ccc(C(C)(C)C)cc2)n1,-6,-3.5,29*,733*,-14,?,-2.9,19,35
O=C1NC(=O)C(=Cc2cc(Cl)ccc2OCc2ccc(C(=O)O)cc2)C(=O)N1,-2,-4.3,-3,-0.2,-0.4,2,-1.2,-6,-11
CCc1cc(C(=O)NCC(c2ccc(OC)cc2)N2CCOCC2)sc1C (stereo not drawn),?,-0.3,-6,.,?,?,0.6,12,3
COc1ccc(C(=O)OCC(=O)NCC2CCCO2)c(F)c1 (stereo not drawn),-7,-2.3,5,-1.2,0.1,-7,0.6,0,2
OC(Cn1cnnc1)c1ccccc1 (stereo not drawn),-10,0.0,-4,0.1,1.5,0,-0.3,-9,7
CCCOc1ccc(NC(=O)CCC(=O)NC(C)c2ccccc2)cc1 (stereo not drawn),-10,-0.4,-4,-1.2,-3.7,-16,-0.3,-1,5
Clc1cccc(OCc2nnc(-c3ccccc3Br)o2)c1,3,2.0,8,0.3,0.8,-6,0.9,13,26
O=c1c2cc(Cl)ccc2nc(-c2ccc([N+](=O)[O-])cc2)n1O,2,0.2,0,179*,2.4,-4,1.1,1,6

# Entries above that have a thiophene ring, fused or not, in the order listed:
SMILES,Anthrax LF prot,FadD28 binding,PrPC surface inh,PfHsp40 yeast,BoNT A protease,BoNT F protease,TcdB GH inh,CCHFV vOTU inh,Y pestis TopoI
CC(=O)N1N=C(c2cccs2)CC1c1cccc([N+](=O)[O-])c1 (stereo not drawn),-8,-1.4,-17,1.4,-0.4,5,0.3,3,2
COc1ccc(CCNC(=O)Cn2c(=O)n(-c3cc(F)ccc3F)c(=O)c3sccc32)cc1OC,1,-1.6,9,-0.3,0.1,2,-0.5,-4,-6
COc1ccc(/C=C(/C(=O)c2cccs2)N2C=CC=CC2=C(C#N)C#N)cc1,2,-3.0,-20,3.7,2.1,-3,-0.1,3,-12
CCc1cc(C(=O)NCC(c2ccc(OC)cc2)N2CCOCC2)sc1C (stereo not drawn),?,-0.3,-6,.,?,?,0.6,12,3

# The main list resumes with the two entries that preceded the break.
SMILES,Anthrax LF prot,FadD28 binding,PrPC surface inh,PfHsp40 yeast,BoNT A protease,BoNT F protease,TcdB GH inh,CCHFV vOTU inh,Y pestis TopoI
Clc1cccc(OCc2nnc(-c3ccccc3Br)o2)c1,3,2.0,8,0.3,0.8,-6,0.9,13,26
O=c1c2cc(Cl)ccc2nc(-c2ccc([N+](=O)[O-])cc2)n1O,2,0.2,0,179*,2.4,-4,1.1,1,6
CC1CCN(C(=O)C2CCN(CC(C)c3ccccc3)CC2)CC1 (stereo not drawn),1,0.5,-6,0.3,-0.7,-10,.,-7,-8
COc1ccc(N2CC(C(=O)Nc3nccs3)CC2=O)cc1 (stereo not drawn),-6,-0.9,-2,-0.8,-2.7,-21,.,-8,-2
COCCNC(=O)COc1coc(CN2CCN(Cc3ccccc3)CC2)cc1=O,-1,-2.4,2,-1.3,-1.2,-7,1.1,11,1
CCOCCN(C(=O)COC)c1cccc(OC)c1,4,1.0,-4,-0.5,0.7,-27,.,5,7
COc1ccc(CN2CCN(C(=O)Cc3ccccc3)CC2)c(OC)c1,0,-2.1,-4,-2.1,0.1,0,.,7,-4
COC(=O)/C=c1/sc2nc3ccccc3n2c1=O,2,-2.5,10,-0.6,0.8,4,.,-12,2
CC1CCN(C(=O)COC(=O)C2CCN(S(=O)(=O)c3ccc4c(c3)OCCO4)CC2)CC1,2,-0.5,3,0.5,0.7,9,0.2,-6,-2
Cc1cc(C)c(-c2cc(NC(=O)COC(=O)c3ccc(CO)cc3)n(-c3ccccc3)n2)cc1C,-1,-3.2,4,0.5,0.3,-1,.,3,20
CCCN(CCC)C(C)C(=O)NCC1(c2ccccc2)CCCC1 (stereo not drawn),-4,0.2,6,-1.2,-0.3,-3,0.8,0,39
COc1ccc(C2C(C#N)=C(N)Oc3c2sc2nc(C)cc(C)c32)cc1 (stereo not drawn),2,-4.8,-10,0.4,9.5,-15,.,13,-7
COc1ccc(C/C(C)=N\NC(=O)c2c[nH]c3ccccc23)cc1OC,-7,-1.9,1,-1.0,-0.7,-8,0.4,-1,0
O=C(COC(=O)C1CCN(c2ccc(C(F)(F)F)cn2)CC1)NCc1ccc(F)cc1,-1,-6.3,0,-0.1,-1.1,-1,-0.3,12,18
COc1ccccc1CNC(=O)[C@@H]1CCCN1C(=O)[C@@H]1Cc2ccccc2CN1C(=O)OC(C)(C)C,-3,-0.3,1,1.6,-0.6,-3,1.8,10,4
CC1=NN(C(N)=S)C(=O)C1N=Nc1c(C)cc(C)cc1C (stereo not drawn),1,0.6,3,0.9,0.3,-5,.,15,-3
Cn1c(=O)oc2cc(S(=O)(=O)NCCC(=O)N3CCc4ccccc4C3)ccc21,0,-1.8,.,-0.8,0.8,-4,0.7,.,2
COc1ccc(-n2c(SCC(N)=O)nnc2-c2cccnc2)cc1,7,-0.3,10,1.4,-0.2,-2,.,-9,4
